LMNA splice mod – LMNA splicing modulation. Potency, µM (titrated, usually from 46.1 µM), for the others: at the highest dose ratio change, negative = inhibition, actives largely listed as inhibitors. AID 1487. actives 0.01% (n = 200,000). HeLa LMNA splicing GFP/RFP minigene ratio, 48 h; active = well fitted inhibition curve with a large enough effect in the signal ratio, with a control signal flat, not every such curve was filed as active; inconclusive = small, poorly fitted or top-dose-only effect, or effect the other way, or a change in a side signal; the % refers to the signal ratio; note: potency is the fitted concentration of half-maximal effect; % is set by controls: 0 for no effect and ±100 for the full control effect
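S3 HeLa cells stably expressing lamin A-EGFP splicing minigene plus DsRed2, 600 cells/well, 48 h compound exposure at 37C. Laser-scanning cytometry; analysed as GFP (500-530 nm)/RFP (575-640 nm) total intensity ratio; 0.5% DMSO vehicle.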
KinaseGlo FLuc – counter-screen: inhibitors of Kinase-Glo firefly luciferase. Q27757. Kinase-Glo luciferase, ATP luminescence, 8 min. Potency, µM (highest dose often 38.3 µM), without a hit: top-dose activity change, negative = inhibition, usual class: inhibitors. actives 0.28% (n = 200,000). AID 1379; note: potency is the fitted concentration of half-maximal effect; % is set by controls: 0 for no effect and ±100 for the full control effect; nearly all actives have a fitted effect of over 60% in size
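Recombinant Kinase-Glo luciferase, 10 uM ATP (linear range), luciferin; imidazole pH 7.2 / KCl / MgCl2 / Tween / BSA buffer; 8 min RT; luminescence.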
SMN2 splice enh – increases expression of the SMN2 splice variant. actives 2.8% (n = 210,000). Potency, µM (top dose mostly 46.1 µM), for the others: at the top dose activity change, positive = activation, most hits filed as activators. HEK293 SMN2-luciferase splicing reporter, luminescence, 30-36 h; note: potency is the fitted concentration of half-maximal effect; % of control where 0% means no effect; nearly all actives have a fitted effect of over 55% in size
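HEK293 cells carry an SMN2 […]–luciferase reporter in which exon 7 inclusion puts luciferase in frame. Cells were plated 10-12 h before compound addition, then incubated 30-36 h at 37C. ONE-Glo luminescence was read; sodium butyrate at 4.5 mM final served as control.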
HTT cytoprotect – protects HTT-Q103 PC12 cells, measured by ATP | PC12 HTT-Q103 induced, cytoprotection, ATP luminescence, 40 h | Potency, µM (top dose mostly 56.4 µM), inactives show cytoprotection (ATP increase), usual class: activators | actives 0.14% (n = 230,000);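 note: potency is the fitted concentration of half-maximal effect; % of control where 0% means no effect; nearly all actives have a fitted effect of over 45% in size; toxic huntingtin expression switched on by the ecdysone agonist tebufenozide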
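Cells were plated at 1500 per well in phenol red-free DMEM with 5% equine and 5% calf serum. Tebufenozide (100 nM final) and compounds were added, then ATPlite reagent, and luminescence was read.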
CBFb-RUNX1 inh – inhibitors of human CBF-beta and RUNX1 interaction. AlphaScreen CBFb-His/RUNX1-biotin binding, biochemical. Potency, µM (doses to about 59.8 µM), without a hit: at the highest dose activity, negative = inhibition, hits mostly inhibitors. 230,000 tested, under 10 active. Q01196+Q13951; note: % of control where 0% means no effect
Target sequence (Q01196 whole entry, looked up): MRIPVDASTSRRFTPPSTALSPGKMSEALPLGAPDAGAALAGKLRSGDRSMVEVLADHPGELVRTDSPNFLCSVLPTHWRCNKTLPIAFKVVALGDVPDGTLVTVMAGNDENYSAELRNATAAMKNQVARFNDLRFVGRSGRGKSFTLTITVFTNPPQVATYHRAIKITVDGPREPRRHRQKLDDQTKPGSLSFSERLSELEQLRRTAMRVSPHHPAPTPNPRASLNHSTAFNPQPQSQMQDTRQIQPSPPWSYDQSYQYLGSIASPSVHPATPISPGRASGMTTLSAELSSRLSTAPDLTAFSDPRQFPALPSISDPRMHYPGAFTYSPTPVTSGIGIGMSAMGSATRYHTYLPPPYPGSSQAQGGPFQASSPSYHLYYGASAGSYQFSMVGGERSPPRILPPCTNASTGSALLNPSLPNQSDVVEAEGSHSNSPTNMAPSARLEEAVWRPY
Target sequence (Q13951 whole entry, looked up): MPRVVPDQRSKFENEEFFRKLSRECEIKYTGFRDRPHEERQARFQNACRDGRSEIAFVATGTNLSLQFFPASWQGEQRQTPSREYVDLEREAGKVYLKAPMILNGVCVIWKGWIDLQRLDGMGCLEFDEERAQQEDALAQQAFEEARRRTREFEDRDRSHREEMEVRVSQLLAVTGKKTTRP
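Compounds were screened at multiple concentrations against a preformed CBF-beta(His)/RUNX1(biotin) complex (30 nM of each) for 15 min at room temperature, followed by 90 min with nickel and streptavidin beads and AlphaScreen reading.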
HTT aggregate – reduces HttQ103-GFP aggregates in PC12 cells; PC12 HttQ103-GFP aggregates, Acumen cytometry, 40 h; Potency, µM (highest dose often 46.1 µM), for inactives: at the top dose activity change, negative = inhibition, most hits filed as inhibitors; actives 1.1% (n = 220,000); note: potency is the fitted concentration of half-maximal effect; % is set by controls: 0 for no effect and ±100 for the full control effect; nearly all actives have a fitted effect of over 60% in size
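Huntingtin Q103 exon 1–GFP aggregates in induced PC12 cells (100 nM tebufenozide) were quantified by cytometry from lysates, with compounds dosed in titration.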
IMPase Li inh – IMPase inhibition in cells with lithium potentiation; CHO-M1 cells, IP1 TR-FRET (IP-One), carbachol + lithium; Potency, µM (doses to about 59.4 µM), without a hit: at the top dose activity, negative = IMPase inhibition, usual class: inhibitors; actives 0.35% (n = 210,000); AID 1457;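 note: IP1 builds up when IMPase is blocked and the TR-FRET signal falls; potency is the fitted concentration of half-maximal effect; plate controls were basal vehicle for no effect and high inhibitor control for full effect; nearly all actives have a fitted effect of over 50% in size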
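Test compounds were applied to CHO-M1 cells previously cultured for 16–30 h at 2000 per well. A small lithium amount accompanied them; after 30 min at 37C, IP1 was quantified by TR-FRET.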
* hit, by the source's call; & = joins results of further samples; [ ] = another dose, or the depositor's remark. Unless noted, calls come from the whole dose curve; as a rule, active = well fitted curve in the direction sought with a large enough effect; inconclusive = small, poorly fitted or top-dose-only effect, or another doubt; inactive = no such curve, though single readings can be large; an effect the other way counts as inactive or inconclusive.

CC(c1n[nH]c(=S)n1-c1ccc(F)cc1)N1CCCCC1 (centres undefined) was read as LMNA splice mod inconclusive, KinaseGlo FLuc 0%, SMN2 splice enh -14%, HTT cytoprotect -17%, CBFb-RUNX1 inh 15%, HTT aggregate 1% and IMPase Li inh -6%.
For O=C(O)c1ccccc1NC(=S)NC(=O)c1sc2ccccc2c1Cl the results were KinaseGlo FLuc -2%, SMN2 splice enh 26%, HTT cytoprotect -38%[inhibitor], CBFb-RUNX1 inh 5%, HTT aggregate -9% and IMPase Li inh inconclusive.
Screening CCCCNC(=S)N/N=C/c1sccc1C returned LMNA splice mod inconclusive, KinaseGlo FLuc 0%, SMN2 splice enh 25%, HTT cytoprotect inconclusive, CBFb-RUNX1 inh -2%, HTT aggregate -9% and IMPase Li inh -1%.
`O=C(CCSc1ccccc1)Nc1nccs1` gave LMNA splice mod 9%, KinaseGlo FLuc -5%, HTT cytoprotect 17%, CBFb-RUNX1 inh 4%, HTT aggregate 0% and IMPase Li inh 20%[38.3 µM].
`Cc1c(C(=O)Nc2c(F)cccc2F)sc2ncnc(N3CCN(c4ccccc4)CC3)c12` gave KinaseGlo FLuc -2%, SMN2 splice enh -23%, HTT cytoprotect -45%[inhibitor], CBFb-RUNX1 inh -5%, HTT aggregate -31% and IMPase Li inh 11%.
Screening Cc1cc(C)c(NC(=O)C2CCCCN2C)c(C)c1 (centres undefined) returned LMNA splice mod 17%, KinaseGlo FLuc 0%, SMN2 splice enh 6%, HTT cytoprotect 3%, CBFb-RUNX1 inh 6%, HTT aggregate 2%[9.22 µM] and IMPase Li inh 23%[38.3 µM].
Screening Oc1ccc2ccccc2c1/C=N/c1nc2c(s1)CCCC2 returned LMNA splice mod inconclusive, KinaseGlo FLuc 18%, SMN2 splice enh 8%, HTT cytoprotect 15%, CBFb-RUNX1 inh -6%, HTT aggregate -3% and IMPase Li inh 16%[38.3 µM].
O=C(NCc1ccc(Cl)cc1)c1ccccc1CCc1ccccc1 was read as LMNA splice mod inconclusive, KinaseGlo FLuc -2%, SMN2 splice enh -7%, HTT cytoprotect -2%[10 µM], CBFb-RUNX1 inh 18%, HTT aggregate -18% and IMPase Li inh 11%.
`CN(C)CCCN(CCCN(C)C)C(=S)Nc1ccc(S(=O)(=O)N2CCOCC2)cc1` gave HTT cytoprotect 6%[10 µM], CBFb-RUNX1 inh 1% and HTT aggregate 19%[9.22 µM].
`O=C1NCCCC1C(=O)N1CCCCC1` (centres undefined) gave LMNA splice mod -4%[46 µM], KinaseGlo FLuc 2%, SMN2 splice enh -11%, HTT cytoprotect -27%, CBFb-RUNX1 inh 1%, HTT aggregate 10% and IMPase Li inh -4%.
`COCCNC(=O)C12CC3CC(CC(Cl)(C3)C1)C2` gave HTT cytoprotect 26%[10 µM], CBFb-RUNX1 inh 3% and HTT aggregate 14%[9.22 µM].
`Cc1nn(C)cc1CNC(=O)/C=C/c1cnn(C)c1` gave LMNA splice mod -8%, KinaseGlo FLuc -3%, SMN2 splice enh -1%, CBFb-RUNX1 inh 1%, HTT aggregate 6% and IMPase Li inh -5%.
For CCc1nc(SCC(=O)Nc2ccc(C(=O)O)cc2)n[nH]1 the results were LMNA splice mod -2%, KinaseGlo FLuc -6%, SMN2 splice enh 3%, HTT cytoprotect -8%, CBFb-RUNX1 inh 5%, HTT aggregate -2% and IMPase Li inh -12%[38.3 µM].
For CC(C)c1cccc(C(C)C)c1NC(=O)CNCc1ccccc1F the results were LMNA splice mod inconclusive, KinaseGlo FLuc -4%, SMN2 splice enh -6%, CBFb-RUNX1 inh 6%, HTT aggregate -4% and IMPase Li inh -2%.
For CCn1c(C)[n+](CC)c2ccc(S(=O)(=O)N(C)C)cc21 the results were LMNA splice mod 23%[46 µM], KinaseGlo FLuc -1%, SMN2 splice enh 6%, CBFb-RUNX1 inh -6% and IMPase Li inh -2%.
O=C(CSc1nnc(Cc2ccccc2)o1)NCCN1C(=O)CSC1=O was read as LMNA splice mod 12%, KinaseGlo FLuc -2%, SMN2 splice enh -3%, HTT cytoprotect 4%[10 µM], CBFb-RUNX1 inh 4%, HTT aggregate 15% and IMPase Li inh -1%[38.3 µM].
COCc1cc(C)nc(SCC(=O)Nc2cc3c(cc2C#N)OCO3)c1C#N was read as LMNA splice mod 5%, KinaseGlo FLuc 2%, SMN2 splice enh -16%, HTT cytoprotect -32%, CBFb-RUNX1 inh 10%, HTT aggregate 16% and IMPase Li inh inconclusive.
`COc1ccc(C2=NC(=O)/C(=C\c3cc(OC)c(OC)c(OC)c3)O2)cc1` gave LMNA splice mod -11%, KinaseGlo FLuc 6%, SMN2 splice enh 4%, HTT cytoprotect -6%[1.9 µM], CBFb-RUNX1 inh 3%, HTT aggregate 11% and IMPase Li inh -1%.
Screening COCCOC(=O)c1c(NC(=O)CNc2ccc(C)c(F)c2)sc(C(N)=O)c1C returned HTT cytoprotect -2%[10 µM], CBFb-RUNX1 inh 6% and HTT aggregate 8%[9.22 µM].
Screening O=C(Nc1ccc(N2CCOCC2)nc1)c1cccs1 returned LMNA splice mod inconclusive, KinaseGlo FLuc -3%, SMN2 splice enh 11µM*, HTT cytoprotect -11%[10 µM], CBFb-RUNX1 inh 0%, HTT aggregate -5% and IMPase Li inh 5%.
For O=C(CSc1ccc2ccccc2c1)NCCc1ccc(O)c(O)c1 the results were LMNA splice mod -26%[46 µM], KinaseGlo FLuc 1%, SMN2 splice enh 15%, HTT cytoprotect -17%, CBFb-RUNX1 inh -12%, HTT aggregate inconclusive and IMPase Li inh 8%.
Screening Cn1c(=O)c2c(nc(Br)n2Cc2ccc3ccccc3c2)n(C)c1=O returned LMNA splice mod -14%, KinaseGlo FLuc -1%, SMN2 splice enh -69%[inhibitor], HTT cytoprotect -25%, CBFb-RUNX1 inh 4%, HTT aggregate -29% and IMPase Li inh -3%[38.3 µM].
`O=c1c(-c2ccccc2)c[nH]n1-c1cccc([N+](=O)[O-])c1` gave KinaseGlo FLuc -10%, HTT cytoprotect -104%[inhibitor], CBFb-RUNX1 inh -18%, HTT aggregate -28% and IMPase Li inh 9%.
`Cc1cc(=O)[nH]c(SCC(=O)Nc2ccnc3ccccc23)n1` gave LMNA splice mod -7%[46 µM], KinaseGlo FLuc -4%, HTT cytoprotect 9%[10 µM], CBFb-RUNX1 inh 4%, HTT aggregate 10%[9.22 µM] and IMPase Li inh 3%.
`COc1ccc2c(c1)c(C(=O)N1CCN(C)CC1)c(C)n2-c1ccccc1` gave LMNA splice mod 4%, KinaseGlo FLuc -4%, SMN2 splice enh 17%, HTT cytoprotect -23%[10 µM], CBFb-RUNX1 inh 0%, HTT aggregate 16% and IMPase Li inh 28%[38.3 µM].
Screening COc1c2ccoc2cc2oc(=O)ccc12 returned KinaseGlo FLuc 0%&-7%, SMN2 splice enh -2%&-17%, HTT cytoprotect 0%[1.9 µM], CBFb-RUNX1 inh 22%[21.7 µM] and IMPase Li inh 12%&-1%&-12%.
Screening COc1ccc(NS(=O)(=O)c2cc(NC(=O)c3ccco3)ccc2N2CCCCC2)cc1 returned LMNA splice mod -19%, KinaseGlo FLuc -1%, SMN2 splice enh 11%, HTT cytoprotect 20%[0.074 µM], CBFb-RUNX1 inh 4%, HTT aggregate 4% and IMPase Li inh 12%.
Screening CC(C)Oc1ccc(/C=C/C(=O)NCC2COc3ccccc3O2)cc1 (centres undefined) returned HTT cytoprotect 6%[10 µM], CBFb-RUNX1 inh 8% and HTT aggregate 3%[9.22 µM].
Screening O=c1[nH]cc(COCC(F)CCl)c(=O)[nH]1 (centres undefined) returned HTT cytoprotect 21%[10 µM], CBFb-RUNX1 inh 18% and HTT aggregate -4%[9.22 µM].
CC(C)N1CCN(c2ccncc2S(=O)(=O)N2CCOCC2)CC1 was read as LMNA splice mod 8%, KinaseGlo FLuc 19%, SMN2 splice enh 12%, HTT cytoprotect 34%, CBFb-RUNX1 inh 3%, HTT aggregate -17% and IMPase Li inh 54%[activator][38.3 µM].
Screening COc1cccc(/C=N/NC(=O)c2cccs2)c1 returned HTT cytoprotect 18%[10 µM], CBFb-RUNX1 inh 2% and HTT aggregate 12%[9.22 µM].
`CCCCN(CC)CCCNC(=O)c1csc2c1CCCCC2` gave KinaseGlo FLuc 1%, SMN2 splice enh 12%, HTT cytoprotect -42%[inhibitor], CBFb-RUNX1 inh 9%, HTT aggregate -16% and IMPase Li inh 0%.
COc1ccc(/C=N/Nc2nc3ccccc3o2)cc1OC was read as LMNA splice mod 9%, KinaseGlo FLuc 17%, SMN2 splice enh 6.3µM*, HTT cytoprotect -21%, CBFb-RUNX1 inh 0%, HTT aggregate -18% and IMPase Li inh 23%[38.3 µM].
Screening CCOc1ccc(-c2nc(C#N)c(N3CCN(CC)CC3)o2)cc1 returned LMNA splice mod -9%, HTT cytoprotect -9%, CBFb-RUNX1 inh -2% and HTT aggregate 4%.
c1ccc(-n2ncc3c(NCCN4CCCCC4)ncnc32)cc1 was read as LMNA splice mod 11%, KinaseGlo FLuc 0%, SMN2 splice enh 10%, HTT cytoprotect 3%, CBFb-RUNX1 inh 11%, HTT aggregate -2% and IMPase Li inh 14%[38.3 µM].
Screening Cc1ccc(-c2cc(C(=O)NCc3ccco3)c3ccccc3n2)o1 returned LMNA splice mod 6%, KinaseGlo FLuc -9%, SMN2 splice enh -7%, HTT cytoprotect -47%[inhibitor], CBFb-RUNX1 inh inconclusive, HTT aggregate 11% and IMPase Li inh inconclusive.
`CN(C)S(=O)(=O)N(CC(=O)Nc1ccccc1C(F)(F)F)c1ccccc1` gave LMNA splice mod 11%, KinaseGlo FLuc 2%, SMN2 splice enh -7%, HTT cytoprotect -24%, CBFb-RUNX1 inh 3%, HTT aggregate 14% and IMPase Li inh 10%[38.3 µM].
For Cc1ccc(Nc2nc(N3CCOCC3)nc(N3CCOCC3)n2)cc1 the results were LMNA splice mod inconclusive, KinaseGlo FLuc -10%, SMN2 splice enh -11%, HTT cytoprotect inconclusive, CBFb-RUNX1 inh 2%, HTT aggregate -18% and IMPase Li inh 2%[38.3 µM].
`Cc1ccc[n+](-c2nc([O-])sc2/C=N/Nc2ccc([N+](=O)[O-])cc2)c1` gave HTT cytoprotect -16%[10 µM], CBFb-RUNX1 inh -2% and HTT aggregate -26%[9.22 µM].

Screening results (PubChem)
